GSTO1 inh – blocks human GSTO1 in RBBP9 counter-screen. P78417. recombinant GSTO1, activity-based probe fluorescence polarization. inhibition, % at 5.96 µM. hit rate 1.1% among 300,000;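 active = inhibition above the campaign mean inhibition plus 3 SD, cut at about 35% in these data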;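 also: 0% = GSTO1-1 with DMSO and 100% = wells lacking GSTO1-1 enzyme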
Target sequence (P78417 whole entry, looked up): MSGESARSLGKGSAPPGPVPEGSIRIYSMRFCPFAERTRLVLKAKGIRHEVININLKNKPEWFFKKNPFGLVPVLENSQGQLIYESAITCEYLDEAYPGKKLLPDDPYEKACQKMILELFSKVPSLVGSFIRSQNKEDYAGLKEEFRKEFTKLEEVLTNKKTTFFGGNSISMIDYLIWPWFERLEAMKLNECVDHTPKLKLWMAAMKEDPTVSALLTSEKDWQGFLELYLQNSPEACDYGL
Fam108B inh – Fam108B inhibition, counter-screen for RBBP9 inhibitors. recombinant Fam108B, FP-Rh probe fluorescence polarization. inhibition, % at 9.51 µM. hit rate 0.33% among 300,000;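 active = inhibition above the screen mean inhibition plus 3 SD, computed separately per campaign, cut at about 18% in these data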;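 also: inhibitors lower polarization as less probe binds the enzyme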
PAD4 FP inh – PAD4 (human) enzyme inhibition. recombinant PAD4, RCA probe fluorescence polarization. inhibition, % at 6.36 µM. hit rate 0.41% among 330,000;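 active = percent inhibition above a cutoff equal to the mean of all tested compounds plus 3 SD, cut at about 15% in these data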;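 also: 0% = PAD4 with RCA probe and DMSO and 100% = probe without PAD4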
LYPLA1 counter – LYPLA1 (human) inhibition in PME1 counter-screen; O75608; recombinant LYPLA1, FP-Rh probe fluorescence polarization; inhibition, % at 5.9 µM; hit rate 0.16% among 320,000;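 active = inhibition above the mean of all tested compounds plus 3 SD, set per campaign, cut at about 14% in these data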;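 also: inhibitors block serine hydrolase probe labeling of LYPLA1 so polarization falls; 0% = enzyme with DMSO and 100% = wells lacking LYPLA1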
PAFAH1B3 FP inh – blocks human PAF acetylhydrolase 1B catalytic subunit 3; recombinant PAFAH1B3, FP-rhodamine probe, fluorescence polarization; inhibition, % at 3.39 µM; hit rate 0.28% among 340,000; AID 492972;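 active = inhibition above the screen-wide average of all tested compounds plus 3 SD, cut at about 25% in these data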;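 also: 0% = enzyme with DMSO only and 100% = wells lacking PAFAH1B3 protein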
pPAFAH FP inh – pPAFAH (human) enzyme inhibition; Q13093; inhibition, % at 3.39 µM; hit rate 1.5% among 330,000; recombinant pPAFAH, FP-rhodamine probe fluorescence polarization;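 active = inhibition above the mean inhibition across the screen plus 3 SD, cut at about 25% in these data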;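 also: inhibitors block binding of the rhodamine activity-based probe so polarization drops; 0% = enzyme with DMSO and 100% = wells lacking pPAFAH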
Target sequence (Q13093 whole entry, looked up): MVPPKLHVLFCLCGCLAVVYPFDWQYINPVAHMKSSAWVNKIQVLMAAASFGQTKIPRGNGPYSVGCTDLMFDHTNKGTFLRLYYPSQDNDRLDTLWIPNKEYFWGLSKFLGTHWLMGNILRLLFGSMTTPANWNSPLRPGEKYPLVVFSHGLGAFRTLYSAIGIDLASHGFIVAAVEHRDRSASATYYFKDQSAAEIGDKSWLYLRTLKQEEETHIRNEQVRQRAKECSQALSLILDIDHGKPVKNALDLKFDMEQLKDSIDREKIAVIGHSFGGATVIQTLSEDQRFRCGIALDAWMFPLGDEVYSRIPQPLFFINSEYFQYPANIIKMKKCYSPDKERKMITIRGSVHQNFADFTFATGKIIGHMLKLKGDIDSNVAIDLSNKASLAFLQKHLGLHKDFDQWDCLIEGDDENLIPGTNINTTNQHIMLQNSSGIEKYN
PAFAH2 FP inh – PAFAH2 (human) inhibition. recombinant PAFAH2, FP-rhodamine activity probe, fluorescence polarization. Q99487. inhibition, % at 3.39 µM. hit rate 0.99% among 340,000;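 active = inhibition above the mean over all tested compounds plus 3 SD, cut at about 30% in these data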;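 also: inhibitors block probe labeling of enzyme so polarization drops; 0% = enzyme with DMSO and 100% = wells lacking PAFAH2 protein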
PME-1 primary – PME-1 (human) inhibition. Q9Y570. hit rate 0.53% among 320,000. recombinant PME-1, FP-Rh probe fluorescence polarization. inhibition, % at 5.9 µM;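 active = inhibition above the campaign mean of all compounds plus 3 SD, cut at about 26% in these data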;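 also: competitive labeling of PME-1 active site by serine hydrolase directed probe; 0% = PME-1 with DMSO and 100% = wells lacking PME-1 enzyme; inhibitors block probe labeling so polarization falls and inhibition rises; many of its hits are not listed in these tables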
PAFAH1B2 FP inh – PAFAH1B2 (human) inhibition. P68402. recombinant PAFAH1B2, FP-rhodamine activity probe, fluorescence polarization. inhibition, % at 3.39 µM. hit rate 1.2% among 340,000;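 active = inhibition above the mean of all tested compounds plus 3 SD, cut at about 24% in these data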;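 also: 0% = enzyme with DMSO and 100% = wells lacking PAFAH1B2; many of its hits are not listed in these tables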
Target sequence (P68402 whole entry, looked up): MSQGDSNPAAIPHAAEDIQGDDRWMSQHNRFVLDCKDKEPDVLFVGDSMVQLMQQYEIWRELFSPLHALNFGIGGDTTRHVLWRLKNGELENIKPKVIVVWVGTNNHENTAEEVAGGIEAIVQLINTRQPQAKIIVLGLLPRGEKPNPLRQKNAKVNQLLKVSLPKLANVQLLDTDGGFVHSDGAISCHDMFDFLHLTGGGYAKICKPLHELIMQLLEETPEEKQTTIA
Starred values were filed as active, the others as inactive; . = no result given.

SMILES	GSTO1 inh	Fam108B inh	PAD4 FP inh	LYPLA1 counter	PAFAH1B3 FP inh	pPAFAH FP inh	PAFAH2 FP inh	PME-1 primary	PAFAH1B2 FP inh
COc1ccccc1N(CC(=O)N(CC(C)C)CC(C)C)S(=O)(=O)c1cccs1	0	-8	3	-1	2	-1	13	3	16
COc1ccc(Cl)cc1NC(=O)c1cc(-c2ccco2)on1	-11	-9	0	-9	-12	4	-9	-11	2
O=c1oc2ccccc2nc1/C=C(O)/C=C/c1ccc(F)cc1	-1	-1	-5	-3	6	16	12	-3	16
CC(=O)Nc1ccc(NC(=O)CCNC(=O)c2ccccc2Cl)cc1	1	-1	-5	-1	10	2	-5	-2	1
CNC(=O)COc1ccc(S(=O)(=O)N2CCCC2)cc1	1	-5	-2	7	4	4	-4	-2	-2
C=CCN(C(=O)c1csnn1)C(C(=O)NCc1ccccc1)c1cccs1 (centres undefined)	6	0	-7	-3	4	2	-6	0	1
COCc1nnc(NC(=O)c2cc3ccccc3o2)s1	-4	1	0	0	-3	6	-10	-2	-2
COC(=O)/C(=C/c1ccc(F)cc1)NC(C)=O	6	1	-2	-2	5	-1	-2	-2	2
CN(C)c1ccc(C(=O)OCc2cc(=O)n3ccsc3n2)cc1	.	.	-4	.	4	5	14	.	4
NCC1CC2c3ccccc3C1c1ccccc12 (centres undefined)	0	1	-1	-3	5	-1	4	-8	8
O=C(COc1ccc(Cl)cc1Cl)Nc1c(-c2cccs2)nc2ccccn12	-1	-2	-8	2	0	7	7	8	7
CC(=O)NCCNC(=O)C1CCCCN1S(=O)(=O)c1ccccc1 (centres undefined)	8	1	-3	-1	0	1	2	-6	4
CCOc1ccc(N(CC(=O)Nc2cccc(C)c2)S(C)(=O)=O)cc1	4	5	-5	-2	9	0	-5	7	3
O=C(CN1CCN(C/C=C/c2ccccc2)CC1)Nc1ccccc1C(=O)NC1CC1	-9	-4	-4	-2	0	1	1	8	1
COC(=O)c1ccc(CSc2nc3ccccc3c(=O)n2-c2ccc(OC)c(OC)c2)o1	-5	-4	-5	0	5	7	14	9	1
Cc1ccc(C)c(S(=O)(=O)N2CC(=O)N(CCc3ccccc3)C(=O)C2)c1	-4	-7	-7	-6	15	1	-2	3	4
O=C(CCc1nc(-c2ccccc2)no1)NCc1cccnc1	-8	-2	1	-2	8	2	3	1	6
COc1cc(OC)cc(-c2cc(NC(C)=O)n[nH]2)c1	0	-1	-1	1	5	4	6	-5	7
O=C(COC(=O)c1ccncc1)Nc1cc(Cl)c(Cl)cc1Cl	-11	-4	-16	-1	.	-8	.	-9	.
Cc1cccc(C)c1NC(=O)CS(=O)CC(=O)Nc1ccc(N2CCOCC2)cc1 (centres undefined)	6	3	-4	-4	3	-2	3	0	3
O=C(NCC(c1ccco1)N1CCCC1)c1ccc(-n2cccn2)cc1 (centres undefined)	.	.	-2	.	6	0	5	.	-3
CCOC(=O)C(NC(=O)c1cccc(Cl)c1)(OCc1ccc(F)cc1)C(F)(F)F (centres undefined)	3	-3	4	0	2	2	2	-1	7
Cn1cnnc1SCC(=O)Nc1ncc([N+](=O)[O-])s1	.	.	-5	.	10	22	21	.	8
CCc1c(C)[nH]c2ccccc2c1=O	2	4	1	-2	4	1	-1	-2	6
Cc1ccc(S(=O)(=O)NC[C@H]2O[C@@H](n3cnc4c(N)ncnc43)[C@H](O)[C@@H]2O)s1	.	.	-4	.	0	6	4	.	3
Cc1c(Cl)ccc2c(C(=O)O)cc(-c3ccccc3)nc12	-26	-6	-5	-3	3	0	-8	-5	-1
COc1ccc(NC(=O)Nc2cccc3c2O[C@H](CN(C)C(=O)Nc2ccc(OC)cc2)[C@@H](C)CN([C@H](C)CO)C3=O)cc1	.	.	-1	.	13	-1	10	.	8
CC(=O)Nc1ccc(C(=O)n2cnc3cc(C)c(C)cc32)cc1	-9	1	2	-2	-2	5	7	4	2
COc1ccc([N+](=O)[O-])cc1NC(=O)CN(C)S(=O)(=O)c1ccccc1	5	1	2	-3	8	0	1	0	7
C=CCSc1nc(N)c(C(=O)Nc2ccccc2C)cc1C(N)=O	-6	-4	1	0	6	6	5	0	-3

SMILES	GSTO1 inh	Fam108B inh	PAD4 FP inh	LYPLA1 counter	PAFAH1B3 FP inh	pPAFAH FP inh	PAFAH2 FP inh	PME-1 primary	PAFAH1B2 FP inh
CCCc1nnc(NC(=O)CCC(=O)NC2CCCCCC2)s1	0	2	-6	-3	6	0	-3	-3	0
CCOc1ccc(N(CC(=O)NCC2CCCO2)C(=O)CCC(=O)Nc2ccccn2)cc1 (centres undefined)	4	1	1	0	6	2	-2	-1	7
CC1=NN(c2ccc(C(=O)O)c(N)c2)C(=O)C1	63*	11	25*	1	14	19	-2	-7	4
CCOC(=O)Cc1csc(N/N=C/c2cccc([N+](=O)[O-])c2)n1	-5	1	-2	2	-12	2	-1	4	2
COC(=O)c1ccccc1NC(=O)c1cccc(NC(=O)c2ccc(Br)o2)c1C	-4	-1	0	0	11	4	1	-1	5
Cc1ccc(Cn2cc(CCC(=O)O)c3ccccc32)cc1	6	4	0	-1	3	7	2	-4	9
CCCOc1cccc(C(=O)NC(=S)Nc2ccc(N3CCN(C)CC3)cc2)c1	6	-1	0	0	.	6	.	-1	.
CC(C)C(=O)NC(=S)Nc1ccccc1F	3	1	5	0	7	0	7	4	-2
CCCN1CC(O)=C(C#N)C1=O	1	-2	-5	1	3	-1	-4	-1	1
Cc1cc(C(=O)N/N=C2\CC(=O)c3ccccc32)c(C)n1-c1ccc(F)cc1	55*	6	-5	-4	14	42*	1	10	2
COCCn1nnnc1CN1CCC(Cc2ccccc2)CC1	3	3	1	-4	11	-13	-5	1	-5
Cn1ccc2cc(-c3csc(N4CCC(C(N)=O)CC4)n3)ccc21	.	.	-3	.	4	-1	10	.	1
CSc1nc2ccc3nc(NC(=O)c4ccc(Cl)s4)sc3c2s1	9	0	1	-4	7	0	-2	-2	3
Cc1cccc(C)c1NC(=S)NC1CCCCC1	2	1	6	3	-3	4	1	3	4
COC(=O)c1cn(Cc2c(C)cc(C)cc2C)nn1	-2	-5	3	3	1	6	4	-1	2
Cc1ccc(Cl)cc1NC(=O)c1cccc(OC(F)F)c1	-2	4	2	-3	4	0	-6	0	4
CCCn1nnc(NCc2ccc(OCc3cccs3)c(OC)c2)n1	7	0	1	0	4	-3	-5	-3	-5
COc1ccc(N(C(=O)CS(=O)CC(=O)Nc2ccc(F)cc2)C(C(=O)NC2CCCCC2)c2cccs2)cc1 (centres undefined)	3	2	-1	-5	2	3	-2	-2	4
C=CCn1c(SCC(=O)c2ccc(CNC(C)=O)o2)nc2ccccc2c1=O	5	0	3	0	6	13	3	4	1
O=C1/C(=C/c2cccc([N+](=O)[O-])c2)CCc2ccccc21	-5	-5	5	2	3	5	5	-6	-1
CC(C(=O)NCc1ccc(F)cc1)n1ccc2cc(S(=O)(=O)N3CCCC3)ccc21 (centres undefined)	0	2	1	-4	2	2	5	10	2
CC(C)(C)OC(=O)C[C@H]1C/C=C\C[C@H](CC(=O)NCCO)C(=O)N[C@@H](Cc2ccccc2)COC1=O	.	.	2	.	5	3	-7	.	0
CCN(CC(=O)NCc1ccc2c(c1)OCO2)S(=O)(=O)c1ccc(F)cc1	8	3	7	-6	7	-5	-1	-2	5
COc1ccc(CNC(=O)C(OC(=O)c2nsc(Cl)c2Cl)C(C)C)cc1 (centres undefined)	-8	0	-4	-1	13	24	6	-4	4
COc1ccc(/C=N/OCc2ccccc2C#N)c(OC)c1	-10	-6	-6	-1	0	24	2	3	4
CCN(C[C@H]1N[C@@](C)(C(=O)OC)[C@H]2C(=O)N(C)C(=O)[C@@H]12)C(=O)COC	.	.	-8	.	14	2	2	.	0
COc1ccccc1CC(=O)NC(=O)c1ccccc1O	20	-6	-6	5	7	-3	-7	-4	9
CCC1(C)Cc2ccccc2-c2nc3n(c(=O)c21)CCS3 (centres undefined)	-3	8	0	-3	4	-2	3	2	13
S=C(NCCc1ccccc1)Nc1ccc(Br)cc1	-4	1	-3	-3	8	0	-7	-6	10
CC1CCCC(C)N1C(=O)CSc1nnc(-c2cccs2)o1 (centres undefined)	16	2	13	0	3	-4	1	-11	3

SMILES	GSTO1 inh	Fam108B inh	PAD4 FP inh	LYPLA1 counter	PAFAH1B3 FP inh	pPAFAH FP inh	PAFAH2 FP inh	PME-1 primary	PAFAH1B2 FP inh
Cc1cccc(C)c1NC(=O)N1C2CCC1CC(O)(c1cccnc1)C2 (centres undefined)	8	-8	-2	2	6	0	3	4	1
Cc1nc2sc(C(c3ccc(C(C)C)cc3)N3CCN(CCO)CC3)c(O)n2n1 (centres undefined)	5	3	-1	3	-9	7	0	1	0
CCOc1ccccc1C(=O)N(C)Cc1cc2ccccc2[nH]c1=O	-4	0	2	1	15	0	-6	2	-1
COc1ccc(-n2c(-c3ccccc3)c[n+]3c2CCC3)cc1	0	5	1	0	1	1	5	-3	3
CCOc1ccc(Br)cc1-c1noc(-c2cccs2)n1	3	-3	0	2	9	7	-7	-3	-1
COc1cccc(NS(=O)(=O)c2ccc(-c3coc(C)n3)cc2)c1	-1	0	3	-1	8	-1	12	-8	-4
Cn1c(N)c(C(=O)COC(=O)C2CCN(S(=O)(=O)c3cccs3)CC2)c(=O)n(C)c1=O	2	2	3	2	3	-2	-1	4	5
Cc1cc(C(=O)OCC(=O)NCCc2ccc(S(N)(=O)=O)cc2)c2ccccc2n1	.	.	-3	1	12	-1	2	1	4
Cc1c(NC(=S)NC(=O)COc2ccccc2)c(=O)n(-c2ccccc2)n1C	-1	-6	-1	-5	4	-6	-1	-3	1
CCC(Sc1nc(N)cc(N)n1)C(=O)O (centres undefined)	-2	-2	1	0	0	4	-4	-7	-6
Cc1ccc2nc(NC(=O)C3CSC4(C)CCC(=O)N34)sc2c1 (centres undefined)	2	-2	-3	-1	0	-1	5	-7	5
CC(=O)Nc1cccc(NS(=O)(=O)Cc2ccc(Cl)cc2)c1	4	8	3	2	7	9	0	6	1
CSc1ncccc1C(=O)Nc1ccc(OC(F)(F)F)cc1	-2	2	4	-2	2	5	-8	-5	0
O=C1c2ccccc2C(=O)c2c1ccc1c(=O)n(-c3ccccc3)[nH]c21	2	16	0	2	7	2	11	11	3
CCOC(=O)C1CCCN(CC(=O)Nc2c(C(=O)OC)[nH]c3ccccc23)C1 (centres undefined)	1	6	1	-2	10	0	0	0	6
O=C(c1ccc2c(c1)OCO2)N1CCN(C(=O)c2ccco2)CC1	8	2	1	2	2	-2	-5	0	2
CCOc1cccc2cc(-c3nnc(NCc4ccc5c(c4)OCO5)s3)c(=O)oc12	2	-5	0	-1	-4	1	9	2	6
CC(=O)CCc1oc2c([N+](=O)[O-])cccc2c1-c1ccc(C)o1	14	4	-5	-3	4	12	5	-3	-2
O=C(Cn1nc(C(F)(F)F)c2c1CCCC2)NCCN1CCOCC1	3	4	-1	3	7	1	3	3	-1
Cc1c(NC(=O)C2CC=CCC2C(=O)O)c(=O)n(-c2ccccc2)n1C (centres undefined)	0	3	4	0	1	3	0	1	3
CCC(Sc1nc2c(cnn2-c2ccccc2)c(=O)[nH]1)C(=O)OC (centres undefined)	3	2	0	-2	-2	-4	-3	-2	5
CC1=CC(c2ccccc2)n2nc(N3C(=O)CCC3=O)nc2N1 (centres undefined)	12	-4	2	1	5	-7	1	-1	3

Screens: PubChem, The Scripps Research Institute Molecular Screening Center

Some of the compounds tested, so the mix of outcomes need not match the whole.
